Compound activity deposited in PubChem BioAssay by Broad Institute.
C2C12 statin: suppressors of simvastatin-induced myotoxicity in C2C12 myotubes | ATP luminescence, 48 h; scaled: DMSO 0, geranylgeraniol control 100 | rescue of ATP level, % at 7.49 µM | 330,000 tested, 0.78% active | AID 602340;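 active means mean ATP rescue above about 67%, or every replicate alone reaching that limit, limit read from the data, passing the limit was not always enough; inconclusive means no clear call, values can overlap the other calls; inactive means mean under the limit and some replicate under it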;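 further: myotubes were challenged with 10 µM simvastatin during compound exposure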
FN deposit inh: fibronectin deposition inhibition. AH1F fibroblasts, Alexa488-fibronectin deposition fluorescence, overnight. inhibition, % at 12.6 µM. 350,000 tested, 0.086% active. AID 743247;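 active means mean inhibition across replicates of 30% or more, regardless of how many single replicates reach that level; inconclusive means mean under 30% yet at least half of replicates reach 30%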;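 further: positive control wells lacked labelled fibronectin entirely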
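Measured by – fluorescence 485/525 nm · System – AH1F fibroblast monolayer, labelled fibronectin deposition · Amount – 10000 cells per well · Buffer or medium – serum-reduced DMEM (2% serum) · Doses – single dose, pinned · Also added – fluorescent fibronectin at 24 nM final · Schedule – 1 h cell attachment, overnight exposure to compound and label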
esBAF inh: SWI/SNF esBAF complex inhibition | mouse ES cells, Bmi1-luciferase knock-in reporter, 24 h; 100% = twice the neutral-well signal | 350,000 tested, 2% active | AID 602393 | reporter increase, % at 12.5 µM; in the data active means activation above about 40%; inconclusive means no clear call, values can overlap the other calls;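 further: 0% = median of the plate's neutral control wells and 100% = double that signal; a rise in the Bmi1 reporter signal indicates esBAF inhibition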
LGR2 inh: blocks bursicon-induced cAMP signaling via Drosophila LGR2 | HEK293 LGR2, CRE-luciferase, bursicon-stimulated, 4 h | inhibition, % at 9.99 µM | 380,000 tested, 0.35% active | AID 720647;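 active means drop in luminescence signal, shown as inhibition above about 50% in the replicate tests, limit read from the data, passing the limit was not always enough; inconclusive means probably only some replicates passing the limit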;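 further: agonist challenge used bursicon conditioned medium at about half maximal strength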
Casp6 inh: blocks human caspase-6 cleavage activity; P55212; purified caspase-6, Z-VEID-R110 cleavage fluorescence; inhibition, % at 12.5 µM; 350,000 tested, 0.53% active; AID 686996;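 active means mean inhibition across replicates at least about 35%, with every replicate also reaching that limit, limit read from the data; inconclusive means only one of the two criteria met; inactive means neither criterion met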;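 further: 0% = median of neutral control wells and 100% = no fluorescence left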
Target sequence (P55212 24-179 limits assumed): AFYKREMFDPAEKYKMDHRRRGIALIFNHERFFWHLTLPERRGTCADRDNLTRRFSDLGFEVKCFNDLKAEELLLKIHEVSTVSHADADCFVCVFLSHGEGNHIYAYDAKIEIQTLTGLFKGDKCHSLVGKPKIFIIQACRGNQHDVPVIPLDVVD
Target sequence (P55212 194-293 limits assumed): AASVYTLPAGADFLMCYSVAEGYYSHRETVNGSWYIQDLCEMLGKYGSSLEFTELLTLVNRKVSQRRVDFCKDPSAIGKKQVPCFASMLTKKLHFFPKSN
S100A4 inh HTS: inhibitors of human S100A4 binding to myosin IIA peptide; S100A4/TAMRA-MyoIIA peptide fluorescence polarization; 360,000 tested, 0.14% active; AID 652163; inhibition, % at 10.7 µM; P26447;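 active means mean inhibition of at least 70% across replicates, with every replicate also reaching that level; inconclusive means mean inhibition reaches 70% but some replicates fall short; inactive means mean inhibition below 70%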
Target sequence (P26447 whole entry, looked up): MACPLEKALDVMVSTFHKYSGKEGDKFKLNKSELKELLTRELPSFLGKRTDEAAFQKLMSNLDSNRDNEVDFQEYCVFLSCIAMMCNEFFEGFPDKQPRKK
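System – human S100A4 monomer protein, biochemical binding assay · Buffer or medium – Calcium-containing HEPES buffer, pH 7.2 · Timing – 5 min between mix addition and reading · Also added – TAMRA-labelled myosin IIA heavy-chain peptide probe, 5 nM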
SIRT5 inh: blocks human SIRT5 desuccinylation of peptide; AID 652115; 330,000 tested, 1.1% active; inhibition, % at 15 µM; Purified SirT5, succinyl-peptide AMC, trypsin-coupled fluorescence; in the data active means inhibition above about 15%; inconclusive means no clear call, values can overlap the other calls
Target sequence (Q9NXA8 whole entry, looked up): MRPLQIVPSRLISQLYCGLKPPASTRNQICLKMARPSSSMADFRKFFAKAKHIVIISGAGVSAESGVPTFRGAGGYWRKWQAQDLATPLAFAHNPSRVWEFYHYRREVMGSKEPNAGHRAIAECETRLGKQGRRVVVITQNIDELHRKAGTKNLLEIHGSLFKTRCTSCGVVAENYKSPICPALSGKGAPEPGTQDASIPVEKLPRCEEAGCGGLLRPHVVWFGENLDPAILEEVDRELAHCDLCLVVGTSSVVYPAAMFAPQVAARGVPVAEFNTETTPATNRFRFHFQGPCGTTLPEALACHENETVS
* hit, by the source's call; ? = inconclusive; . = no result given. Some of the compounds tested. The share of hits here may be higher or lower than overall.

SMILES | C2C12 statin | FN deposit inh | esBAF inh | LGR2 inh | Casp6 inh | S100A4 inh HTS | SIRT5 inh
O=C(CSc1cccc[n+]1[O-])Nc1cccc(Oc2ccccc2)c1 | 3 | 1 | -12 | 8 | 6 | -3 | -2
CCOC(=O)C1=C(c2ccccc2)NC(=O)NC1c1ccc(OC)c(OC)c1 (stereo not given) | . | 2 | . | 4 | 1 | -2 | -1
O=C(c1cc(S(=O)(=O)NCc2ccco2)ccc1Br)N1CCOCC1 | -1 | 20 | 6 | 7 | 5 | -5 | 5
CCNC(=O)[C@H]1[C@H](CO)[C@H]2Cn3c(ccc(-c4cccc(F)c4)c3=O)[C@H]2N1C(C)=O | . | . | . | -13 | 4 | 1 | -23
CCCCn1c(N)c(N(CCOC)C(=O)C2CCN(C(=O)c3ccc(F)cc3)CC2)c(=O)[nH]c1=O | . | -1 | . | 12 | 2 | -5 | -5
CSc1ncccc1C(=O)OCC(=O)N(C)Cc1ccc(C)cc1 | 7 | 1 | 5 | -17 | -2 | 1 | 5
S=c1[nH]cc(-c2ccc(Cl)cc2)n1Cc1ccccc1 | 10 | -8 | 22 | -5 | -3 | -2 | 0
Cc1cc(C)c(NC(=O)CN(C)C(=O)CNC(=O)c2cccs2)c(C)c1 | -6 | 4 | -5 | -12 | 3 | -7 | -5
Cc1ccc(S(=O)(=O)NNC(=S)Nc2cccc(C)c2C)cc1 | -10 | -7 | 2 | -5 | -1 | 2 | -8
CCC1([N+](=O)[O-])COC(c2ccc(C(C)C)cc2)OC1 (stereo not given) | -12 | 6 | 99* | -68 | -3 | 16 | .
O=C(NCC1CC1)c1cc(-c2ccccc2)nn1CC1CC(c2cccnc2)=NO1 (stereo not given) | -1 | -3 | -11 | -8 | -3 | -5 | -2
COC(=O)c1cc2c(n(Cc3ccccc3)c1=O)CCCC2=O | 2 | 4 | -3 | -14 | 3 | -1 | .
Cc1cc(/C=C2\SC(N)=NC2=O)c(C)n1-c1ccc(F)cc1 | . | -7 | . | -8 | 1 | 14 | 1
CCN1C(=O)[C@H]2[C@@H](c3ccc(-c4ccc(OC)cc4)cc3)N3CCCC[C@@]3(C(=O)OC)[C@H]2C1=O | 6 | 1 | 6 | 23 | -2 | -1 | -8
O=C(NNC(=S)Nc1ccccc1C(F)(F)F)c1ccc(Br)o1 | . | 1 | . | -61 | -3 | 28 | -3
COCC(=O)N(C)C[C@@H]1Oc2cc(C#CC(C)(C)O)ccc2S(=O)(=O)N([C@@H](C)CO)C[C@H]1C | -6 | . | 6 | 4 | -3 | -11 | 2
C[C@@H]1CN([C@H](C)CO)C(=O)c2cc(NC(=O)Nc3ccccc3)ccc2O[C@H]1CN(C)S(=O)(=O)c1ccccc1 | -55 | . | 0 | -7 | -2 | 7 | 0
CC1CCCCC1NC(=O)CN1C(=O)c2ccccc2S1(=O)=O (stereo not given) | -1 | 12 | -4 | -1 | -1 | 4 | -2
COc1cc(-c2nc(-c3ccc(Br)o3)no2)cc(OC)c1OC | -1 | -6 | 23 | -2 | -1 | -3 | -2
Cc1ccc(S(=O)(=O)N(C)C[C@@H]2OCCCC[C@H](C)Oc3ccc(NC(=O)Nc4ccc5c(c4)OCO5)cc3C(=O)N([C@H](C)CO)C[C@H]2C)cc1 | . | -2 | 3 | -1 | -3 | -7 | 7
CN(C)S(=O)(=O)c1ccc(C(=O)OCC(=O)NCc2ccco2)cc1 | 2 | . | 2 | 30 | 7 | 2 | -1
COc1ccc(-c2nc(S(=O)(=O)c3ccccc3)c(N3CCN(C)CC3)o2)cc1 | 2 | -3 | 0 | . | 0 | -1 | .
COc1cc(C(=O)NCC(=O)OCC(=O)c2ccc[nH]2)cc(OC)c1OC | 8 | -2 | 0 | . | . | . | .
CSCC[C@H](NC(=O)Nc1ccc(Oc2ccccc2)cc1)C(=O)O | 2 | 3 | 0 | -9 | 4 | 0 | -2
C/C=C/c1cnc2c(c1)C(=O)N([C@H](C)CO)C[C@@H](C)[C@@H](CN(C)Cc1cncnc1)O2 | -3 | 4 | -5 | 15 | 2 | 3 | 5
Nc1ccc2c(c1)COC2=O | 7 | . | ? | 8 | 0 | -3 | .
S=C(NCC1CCCCC1)Nc1cccnc1 | . | -7 | . | . | -2 | 4 | 4
Cc1cc(OCC(=O)NCCCN2CCCC2=O)c2c(C)cc(=O)oc2c1 | 10 | -12 | -11 | -3 | 4 | 2 | -15
O=C(N/C=C/n1cnc2cc(C(F)(F)F)ccc21)c1ccccc1 | . | 8 | . | 0 | -1 | 0 | -1
CC(C)OC(=O)c1ccc(NC(=O)CSc2nc3ncccc3[nH]2)cc1 | . | -7 | . | -15 | 7 | -9 | 1
Cc1noc(C)c1S(=O)(=O)Nc1ccc2c(c1)C(=O)N([C@H](C)CO)C[C@H](C)[C@H](CN(C)S(C)(=O)=O)OCCCC[C@@H](C)O2 | . | . | 4 | 6 | 2 | 4 | -1
CC[C@]12C(=O)N(C)C[C@H]([C@@H]3C(=O)N(C)C(=O)[C@@H]31)N2C(=O)c1ccc(C(C)(C)C)cc1 | 2 | -6 | 0 | -11 | -2 | 16 | -4
COc1cccc(S(=O)(=O)Nc2ccc3c(c2)OC[C@H](C)NC[C@H](C)[C@H](OC)CN(C)C3=O)c1 | -18 | 7 | -2 | -2 | 0 | 7 | 1
Nc1ccc2oc(-c3ccccc3Cl)nc2c1 | . | -6 | . | -25 | -2 | -5 | -4
C[C@@H]1CN([C@H](C)CO)C(=O)c2cccc(NC(=O)Nc3ccc(C(F)(F)F)cc3)c2O[C@H]1CN(C)Cc1ccc(Cl)c(Cl)c1 | . | . | 6 | -12 | 2 | -1 | 9
CCc1ccc2[nH]c(=O)c(C(c3nnnn3Cc3ccccc3)N3CCOCC3)cc2c1 (stereo not given) | -7 | -4 | 10 | . | . | . | .

15 compounds already listed, sorted by heavy-atom count, rising:
SMILES | C2C12 statin | FN deposit inh | esBAF inh | LGR2 inh | Casp6 inh | S100A4 inh HTS | SIRT5 inh
Nc1ccc2c(c1)COC2=O | 7 | . | ? | 8 | 0 | -3 | .
S=C(NCC1CCCCC1)Nc1cccnc1 | . | -7 | . | . | -2 | 4 | 4
CC1CCCCC1NC(=O)CN1C(=O)c2ccccc2S1(=O)=O (stereo not given) | -1 | 12 | -4 | -1 | -1 | 4 | -2
O=C(N/C=C/n1cnc2cc(C(F)(F)F)ccc21)c1ccccc1 | . | 8 | . | 0 | -1 | 0 | -1
CN(C)S(=O)(=O)c1ccc(C(=O)OCC(=O)NCc2ccco2)cc1 | 2 | . | 2 | 30 | 7 | 2 | -1
CC(C)OC(=O)c1ccc(NC(=O)CSc2nc3ncccc3[nH]2)cc1 | . | -7 | . | -15 | 7 | -9 | 1
COc1cc(C(=O)NCC(=O)OCC(=O)c2ccc[nH]2)cc(OC)c1OC | 8 | -2 | 0 | . | . | . | .
COc1ccc(-c2nc(S(=O)(=O)c3ccccc3)c(N3CCN(C)CC3)o2)cc1 | 2 | -3 | 0 | . | 0 | -1 | .
CC[C@]12C(=O)N(C)C[C@H]([C@@H]3C(=O)N(C)C(=O)[C@@H]31)N2C(=O)c1ccc(C(C)(C)C)cc1 | 2 | -6 | 0 | -11 | -2 | 16 | -4
C/C=C/c1cnc2c(c1)C(=O)N([C@H](C)CO)C[C@@H](C)[C@@H](CN(C)Cc1cncnc1)O2 | -3 | 4 | -5 | 15 | 2 | 3 | 5
CCc1ccc2[nH]c(=O)c(C(c3nnnn3Cc3ccccc3)N3CCOCC3)cc2c1 (stereo not given) | -7 | -4 | 10 | . | . | . | .
COc1cccc(S(=O)(=O)Nc2ccc3c(c2)OC[C@H](C)NC[C@H](C)[C@H](OC)CN(C)C3=O)c1 | -18 | 7 | -2 | -2 | 0 | 7 | 1
Cc1noc(C)c1S(=O)(=O)Nc1ccc2c(c1)C(=O)N([C@H](C)CO)C[C@H](C)[C@H](CN(C)S(C)(=O)=O)OCCCC[C@@H](C)O2 | . | . | 4 | 6 | 2 | 4 | -1
C[C@@H]1CN([C@H](C)CO)C(=O)c2cccc(NC(=O)Nc3ccc(C(F)(F)F)cc3)c2O[C@H]1CN(C)Cc1ccc(Cl)c(Cl)c1 | . | . | 6 | -12 | 2 | -1 | 9
Cc1ccc(S(=O)(=O)N(C)C[C@@H]2OCCCC[C@H](C)Oc3ccc(NC(=O)Nc4ccc5c(c4)OCO5)cc3C(=O)N([C@H](C)CO)C[C@H]2C)cc1 | . | -2 | 3 | -1 | -3 | -7 | 7
